# FLuc inh counter = Photinus pyralis luciferase inhibition counter-screen; P08659; ATPLite firefly luciferase biochemical luminescence, 10 min; inhibition, % at 10 µM; 200,000 tested, 1.5% active; AID 1006;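 active = inhibition above about 50% when tested at 10 µM, limit read from the data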
# Target sequence (P08659 whole entry, looked up): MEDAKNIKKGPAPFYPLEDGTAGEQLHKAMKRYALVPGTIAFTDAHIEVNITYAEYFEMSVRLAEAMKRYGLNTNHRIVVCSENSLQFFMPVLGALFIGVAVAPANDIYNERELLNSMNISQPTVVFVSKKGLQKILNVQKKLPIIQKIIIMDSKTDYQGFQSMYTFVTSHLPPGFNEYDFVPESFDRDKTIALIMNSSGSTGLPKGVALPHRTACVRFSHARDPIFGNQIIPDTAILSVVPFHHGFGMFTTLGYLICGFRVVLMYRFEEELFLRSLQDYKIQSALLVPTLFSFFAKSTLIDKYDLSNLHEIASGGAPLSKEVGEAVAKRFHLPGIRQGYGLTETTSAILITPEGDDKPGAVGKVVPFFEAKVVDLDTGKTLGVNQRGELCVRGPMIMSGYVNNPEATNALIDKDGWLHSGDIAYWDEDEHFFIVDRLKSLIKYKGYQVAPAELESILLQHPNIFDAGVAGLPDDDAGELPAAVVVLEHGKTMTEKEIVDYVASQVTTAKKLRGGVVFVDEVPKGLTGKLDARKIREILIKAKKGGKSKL
# NF-kB neuron act = NF-kB expression increase, human neuronal cells; NF-kB reporter expression; active compounds read high; 190,000 tested, 1.6% active; fold change at 12.5 µM; in the data active = fold change above about 3.3
# Hsp70 activator = Hsp70 transcriptional activation, primary screen; AID 1203; activation, % at 10 µM; HeLa Hsp70 promoter luciferase reporter, luminescence; scaled: vehicle 0, proteasome-inhibitor control 100%; 200,000 tested, 0.04% active;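 active = activation above the mean across all tested compounds plus 3 SD, cutoff set per campaign, cut at about 5.5% in these data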;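 also: 100% = MG132 at 30 µM as the positive control and 0% = DMSO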
# APP 5UTR inh = APP translation inhibition. SH-SY5Y APP 5'UTR-luciferase reporter, luminescence. inhibition, % at 2 µM. 190,000 tested, 0.82% active. AID 1285;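 active = inhibition above a set limit, derived from the sample mean plus 3 SD, cut at about 45% in these data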; also: values of inactives mirror those of a sister screen read the other way
# STAT3 act = activators of IL-6 induced STAT3 signaling | U3A cells, IL-6 STAT3-luciferase reporter, luminescence; 100% = signal with IL-6 EC80 alone | activation (% of control), % at 5.6 µM | 190,000 tested, 0.91% active;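 active = activation above the screen-wide mean of compound activation plus 3 SD, cut at about 130% in these data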;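 also: 0% = background luminescence of wells with medium and substrate only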
#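 Assay system – human STAT1-deficient U3A cells with stable STAT3-luciferase reporter · Also added – IL-6 (33 ng/mL) · Schedule – compound 1 h, then IL-6 6 h at 37 °C · Technique – reporter luminescence signal · Evaluation – % activation versus median of IL-6-stimulated wells · Benchmarks – IL-6-only wells as 100% reference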
# STAT1 inh = inhibitors of IFN-gamma induced STAT1 signaling; NIH 3T3 STAT1-luciferase reporter, luminescence; inhibition, % at 5.5 µM; 200,000 tested, 0.35% active; AID 920;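 active = inhibition above a set limit, the mean inhibition across all tested compounds plus 3 SD, cut at about 34% in these data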;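 also: 0% = IFN-gamma with DMSO and 100% = IFN-gamma with 300 µM nifuroxazide; values of inactives mirror those of a sister screen read the other way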
# APP 5'UTR act = APP 5'UTR luciferase reporter activation; SH-SY5Y APP 5'UTR luciferase reporter, luminescence; zero percent = DMSO vehicle wells; activation, % at 2 µM; 190,000 tested, 1% active; AID 1276;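 active = activation above a set limit, based on mean plus 3 SD of controls, cut at about 140% in these data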; also: values of inactives mirror those of a sister screen read the other way
# RAM inhibit = inhibitors of the yeast RAM network; inhibition, % at 50 µM; S. cerevisiae dse1pr::URA3 reporter, 5-FOA growth OD615, 2 d; analog-sensitive cbk1-as2 kinase mutant strain; 190,000 tested, 1.8% active;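 active = inhibition above a set limit, 3 SD over mean compound inhibition, cut at about 8.4% in these data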;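 also: 0% = DMSO-only wells with no growth and 100% = 10 µM 1-NA-PP1 full growth; inhibition rescues growth on 5-FOA so higher OD means more RAM inhibition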
# STAT1 activator = STAT1 signaling activation. 200,000 tested, 2.6% active. activation (% of control), % at 5.5 µM. AID 932. NIH 3T3 STAT1-luciferase reporter, IFN-gamma, luminescence; 100% = IFN-gamma alone, no compound;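 active = activation above the screen-wide mean activation plus 3 SD, cut at about 130% in these data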;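 also: raw ratio to IFN-gamma control signal so 100% means no change and 0% no light; values of inactives mirror those of a sister screen read the other way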
# STAT3 inh = inhibitors of IL-6 induced STAT3 signaling. U3A cells, IL-6 STAT3-luciferase reporter, luminescence; host cell line lacks STAT1. inhibition, % at 5.5 µM. 190,000 tested, 0.89% active. AID 862;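 active = inhibition above the mean inhibition across all screened compounds plus 3 SD, cut at about 44% in these data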;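 also: 0% = DMSO only wells and 100% = 100 µM nifuroxazide control wells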
# * marks the source's active call; other numbers are inactive results; · = not tested or not shown. An unsorted share of the library; 7.7% or so of the library scored in one or more.
SMILES,FLuc inh counter,NF-kB neuron act,Hsp70 activator,APP 5UTR inh,STAT3 act,STAT1 inh,APP 5'UTR act,RAM inhibit,STAT1 activator,STAT3 inh
C/C(CCN1CCCCc2nc(C)c(C)cc21)=N\OC[C@@H](O)[C@H]1O[C@@H]2OC(C)(C)O[C@@H]2[C@H]1O,-3,0.83,-0.4,-14,101,5,14,0.4,96,-4
CCN(CC)c1ncnc2c1sc1nc(C)cc(C)c12,-4,0.61,-0.3,-15,81,-6,15,0.1,105,25
C=CCN1C(c2cccc(C(F)(F)F)c2)=CS/C1=C(/C#N)c1nnc(N2CCOCC2)n1-c1ccccc1,-8,0.52,-0.5,-27,107,2,27,1.5,98,-4
Cc1cccc(C)c1OCCOCCN1CCN(C)CC1,-3,1.3,0.1,-7,103,-1,7,-0.9,102,0
O=C(NCc1ccco1)c1ccc(C(F)(F)F)cc1,6,1.2,0.1,8,98,0,-8,-0.1,98,3
C/C(=N\NC(=O)Cc1c(C)[nH][nH]c1=O)c1ccc2ccccc2c1,2,0.97,-0.5,4,75,9,-4,0.0,92,31
O=C(CCC(=O)OCCCC(F)(F)C(F)(F)F)Nc1ccc(Cl)cc1Cl,3,1.1,-0.2,-8,102,-5,8,29*,104,5
C=CCN1C(=O)C(O)(CC(=O)c2ccc(OC)cc2OC)c2cc(Br)ccc21 (stereo not drawn),-3,0.59,0.2,-20,97,-7,20,2.3,109,5
CC(C)C1Oc2cc3oc(=O)ccc3cc2C1=O (stereo not drawn),-4,1.3,-0.2,-7,97,-14,7,2.3,111,10
CCOc1ccc(Nc2cc(=O)n(C)c(=O)n2C)cc1,-1,1.1,0.0,11,96,-7,-11,-0.5,106,5
COCCOC(=O)C1=C(C)NC(=O)NC1c1ccc(OC(=O)c2ccco2)c(OC)c1 (stereo not drawn),-5,1,-0.1,-17,98,-4,17,-1.0,103,8
CCCC(=O)C1C(=O)CC(C)(C)C(c2cc(C)no2)C1=O (stereo not drawn),-6,1.1,-0.3,-12,97,-3,39,0.1,102,10
Cc1cccc(C(=O)N2CCCCCC2)c1[N+](=O)[O-],-7,1.1,-0.1,21,101,-1,-21,1.2,99,3
COCC(=O)N(c1ccccc1)C(C)C(=O)OC (stereo not drawn),3,1.1,-0.1,-6,98,2,6,1.0,97,4
Cc1cc(=O)n(CCc2ccccc2)c(O)c1C#N,2,1.1,-0.3,11,131,1,-11,2.4,99,-34
CS(=O)(=O)N(CC(=O)Nc1c(F)cccc1F)c1ccc(C23CC4CC(CC(C4)C2)C3)cc1,-4,1.1,-0.3,-11,106,-1,11,2.0,101,-3
Cn1c(CO)cnc1SCc1ccc(Cl)cc1,-5,2.2,-0.3,-14,99,-21,14,2.0,120,6
CCN(CC)CCN(Cc1cc2cc3c(cc2[nH]c1=O)OCCO3)C(=S)NCC1CCCO1 (stereo not drawn),5,0.94,-0.1,-13,102,-4,13,-0.1,105,0
CCN1CCN(C(=O)c2cc3cc([N+](=O)[O-])ccc3oc2=O)CC1,-2,1.1,-0.3,-12,101,4,12,2.7,93,3
CCCCCCc1cc2cc(C(N)=O)c(=N)oc2cc1O,6,1.3,0.3,-4,104,0,4,2.2,100,-7
CC(C)CCN1CCN(Cc2ccc(Sc3nncn3C)o2)CC1CCO (stereo not drawn),-2,0.86,0.9,3,102,3,-3,-0.4,95,0
Cc1[nH]n(-c2ccccc2)c(=O)c1C(=O)c1ccc([N+](=O)[O-])cc1,-6,1.4,-0.1,-4,96,-4,4,1.0,102,8
COc1ccccc1OCCn1c(=O)oc2ccc(C)cc21,-4,1,0.4,15,101,-4,-15,2.1,104,8
CCn1nc(C)c(CNC(=O)CCc2nnc(-c3ccc(C(C)=O)s3)o2)c1C,-4,1.1,-0.1,4,105,0,-4,1.2,98,2
COc1cccc(NC(=S)N2CCCN(Cc3ccc(F)cc3)C2)c1,-2,0.89,-0.2,-7,98,4,7,3.0,95,3

# Part of the list above, limited to APP 5'UTR act and STAT3 act.
canonical_smiles,APP 5'UTR act,STAT3 act
CCN(CC)c1ncnc2c1sc1nc(C)cc(C)c12,15,81
C=CCN1C(c2cccc(C(F)(F)F)c2)=CS/C1=C(/C#N)c1nnc(N2CCOCC2)n1-c1ccccc1,27,107

# Looked up above:
# In STAT1 activator, COc1ccccc1OCCn1c(=O)oc2ccc(C)cc21 has the entry 104
# In RAM inhibit, CC(C)CCN1CCN(Cc2ccc(Sc3nncn3C)o2)CC1CCO (stereo not drawn) has the entry -0.4
# In Hsp70 activator, COCC(=O)N(c1ccccc1)C(C)C(=O)OC (stereo not drawn) has the entry -0.1

# (cont.)
SMILES,FLuc inh counter,NF-kB neuron act,Hsp70 activator,APP 5UTR inh,STAT3 act,STAT1 inh,APP 5'UTR act,RAM inhibit,STAT1 activator,STAT3 inh
CCc1ccc(CN(C)CC(=O)Nc2ccccc2[N+](=O)[O-])cc1,-5,0.72,-0.2,-20,102,-2,21,1.3,102,-3
CSc1cccc(NC(=O)CSc2ccc(C)cc2)c1,-4,1.4,-0.1,-13,98,-7,13,1.3,106,8
CCOc1ccccc1CN1CCN(S(=O)(=O)CC)CC1,-5,1.2,-0.2,-2,93,9,2,2.4,91,10
COc1ccc(Cl)cc1S(=O)(=O)N1CCN(C)CC1,-5,1,·,-13,·,·,13,1.6,·,·
Cc1c(Cl)c([N+](=O)[O-])nn1CC(=O)NC(C)C1CC2CCC1C2 (stereo not drawn),-6,1.2,-0.3,-5,94,4,5,2.0,97,7
Cc1ccc(N(CC(=O)Nc2cc(Cl)ccc2Oc2ccccc2)S(C)(=O)=O)c(C)c1,-11,1,0.2,-9,103,-2,9,3.0,102,-3
CSc1nnc(C)c(=O)n1COC(=O)COc1ccc(Cl)cc1,-6,1.2,0.5,-6,102,-8,6,0.1,107,6
COC(=O)CC1=C(C(=O)OC)C(c2cccs2)C(C#N)=C(N)O1 (stereo not drawn),-3,1.1,0.2,-14,104,15,14,2.7,86,-3
CC1CCN(S(=O)(=O)c2ccc3[nH]c(=O)cc(C(=O)O)c3c2)CC1,-1,1.2,-0.4,-1,111,-5,1,1.2,104,-11
Cc1ccc2nc(SCC(=O)N3c4ccccc4CC3C)c(C)cc2c1 (stereo not drawn),1,1.1,-0.1,-15,105,-2,15,2.4,102,1
Cc1ccc(S(=O)(=O)CCC(=O)OC(C)C(=O)c2c(C)[nH]c3ccccc23)cc1 (stereo not drawn),-5,1.2,-0.3,2,100,9,-2,2.4,94,-2
COc1ccccc1NC(=O)C(C)Nc1ccc(C)c(Cl)c1 (stereo not drawn),-4,1.4,-0.3,7,100,6,-7,0.1,93,3
CC(=O)Nc1cnn(Cc2ccc(Br)cc2)c1,2,1.9,0.2,6,100,7,-6,1.0,93,4
O=c1cc(-c2ccccc2)c2c([nH]1)CCCC2,-10,1.5,-0.2,4,102,2,-4,1.9,99,1
O=C(Nc1nnc(Cc2ccc(Cl)cc2)s1)c1cccnc1,8,0.95,-0.3,-3,106,-3,3,0.6,102,-3
CC(=O)OC1=C(C#N)Cn2ccc3cccc1c32,5,1.1,0.4,-1,90,2,1,1.5,98,14
O=C(Nc1nccs1)c1ccc2nccnc2c1,13,0.62,-0.1,-13,94,-22,13,0.4,120,15
COC(=O)c1ccccc1NC(=S)NC(NC(=O)c1ccccc1[N+](=O)[O-])C(Cl)(Cl)Cl (stereo not drawn),-12,1,-0.1,-1,90,-1,1,-0.4,101,22
C#CCOCCOCCOCCNc1nc(N2CCN(C(=O)Cn3cc(CCCN=C(N)N)nn3)CC2)nc(N2CCN(C(=O)[C@H](C(C)C)n3cc(CCO)nn3)CC2)n1,-5,0.99,-0.2,-7,99,0,7,2.4,100,-2
COC(=O)c1c(C(=O)OC)n(CCCN)c2ccc(C)cc12,-6,1.1,1.0,-2,108,0,2,0.6,100,-5
C/C(CC(=O)Nc1ccc2c(c1)OCO2)=N\NC(=O)OC(C)(C)C,-2,1.1,-0.3,-40,96,-9,40,2.6,108,7
O=C(Nc1ccc2nc3n(c(=O)c2c1)CCCC3)c1ccccc1[N+](=O)[O-],-6,1.5,-0.1,-7,84,6,7,0.1,95,19
CCC1=Nc2cc(C(=O)O)ccc2Sc2ccccc21,-4,0.97,-0.2,-8,104,1,8,2.6,100,-5
O=c1oc2ccccc2c2c1SC(C(F)(F)F)C2 (stereo not drawn),-4,1.2,-0.1,-8,101,-4,8,3.0,103,4
Cc1cc(C(C)(C)C)oc1C(=O)N(CC(=O)NC1CCCC1)c1ccc(F)cc1,-6,0.9,-0.3,5,104,7,-5,0.8,94,6

# The listing continues:
SMILES,FLuc inh counter,NF-kB neuron act,Hsp70 activator,APP 5UTR inh,STAT3 act,STAT1 inh,APP 5'UTR act,RAM inhibit,STAT1 activator,STAT3 inh
C=CCn1c(=O)c2ccc(C(=O)NCc3ccccc3)cc2n(Cc2ccc(C)cc2)c1=O,-8,1.1,-0.3,-22,104,-7,22,0.5,106,-4
Brc1cccc(-c2nnc(SCc3ccon3)n2-c2ccccc2)c1,-4,0.86,-0.3,-2,98,2,2,-0.5,99,11
C=CCn1c(SCC(=O)NC(N)=O)nnc1-c1cc2c(s1)CCC(CC)C2 (stereo not drawn),5,1.1,-0.2,6,106,-14,-6,5.1,113,-4
O=C(CCCCCNC(=O)c1ccccc1)N/N=C/c1ccccc1O,0,1.2,0.1,14,102,-5,-14,1.1,105,-5
CN(C)CCNC(C(=O)Nc1cccc(C(F)(F)F)c1)c1ccccc1 (stereo not drawn),-4,0.84,-0.1,-13,94,0,13,0.7,99,11
Cc1ccsc1C(=O)OCc1nc2ccccc2c(=O)[nH]1,2,1.3,0.0,-4,98,-16,4,1.4,115,3
COc1ccccc1C(=O)N/C(=C\c1ccccc1)C(=O)NC(C)C(=O)O (stereo not drawn),-4,0.98,-0.3,-20,103,4,20,-0.8,96,2
N/C(Cc1ccc([N+](=O)[O-])cc1)=N\OC(=O)C1CCCCC1,1,1.1,-0.1,-21,107,-11,21,0.0,110,-2
CCN(CC)c1ccc(/C=C2/C(=O)c3ccc(C(=O)O)cc3C2=O)cc1,92*,2.5,0.8,-7,106,-33,7,9.9*,130*,-10
COc1ccc(NC(=O)C(c2ccc(C)cc2)N(C)C(=O)c2ccc(=O)[nH]c2)cc1 (stereo not drawn),-3,0.88,-0.6,9,97,8,-9,0.0,93,2
CCOC(=O)c1cc(C)n(S(=O)(=O)c2ccc(C)cc2)c1C,-3,0.87,-0.1,7,108,14,-7,0.5,88,-6
CC1=CC(C)(C)N(C(=O)c2ccccc2)c2ccc(C)cc21,-7,1.3,0.2,-12,108,0,12,2.5,100,-4
O=[N+]([O-])c1cc(S(=O)(=O)N2CCCCCC2)ccc1F,-4,0.73,-0.5,27,86,19,-27,1.6,82,20
COc1ccc(C(=O)N2CCC(C(=O)Nc3ccc4c(c3)OCO4)CC2)cc1,2,1.1,-0.6,4,100,-3,-4,0.3,102,-2
O=C(C/C=N/OCc1ccc(Cl)cc1Cl)c1ccc(Cl)cc1,-9,2.3,0.1,13,100,1,-13,0.5,99,7
OCCN1CCN(c2ncnc3ccc(Br)cc23)CC1,-4,0.96,-0.1,·,114,16,·,0.6,85,-7
Cc1nc2ncnn2c(N2CCC(C(=O)NC3CCCC3)CC2)c1Cc1ccccc1,-4,1,0.0,-13,98,6,13,1.1,94,7
COc1ccccc1N/C(N)=N/c1nc(C(F)(F)F)cc(=O)[nH]1,-2,0.96,0.0,-4,98,10,4,3.8,88,8
